mIAP act = activators of mouse IAP, primary screen, biochemical, luminescence, uHTS. muIAP, CDP-Star luminescence, 30 min; active compounds read high; 1 = vehicle-only enzyme signal, 0 = enzyme-free wells. activation factor at 10 µM. 0.24% of 330,000 active. AID 2805, 2010;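 active = activation factor of at least 2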; note: the source names both 10 and 20 µM as test concentration; values of inactives mirror those of a sister screen read the other way
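Assay system: mouse IAP enzyme; reagent: chemiluminescent substrate CDP-Star; dosing: test compounds delivered from DMSO solution; schedule: 30 min at room temperature; measured by: luminescence from enzymatic CDP-Star hydrolysis; controls: DMSO-only wells and no-enzyme negative control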
NLRP3 yeast inh = NALP3 inflammasome inhibitors in reconstituted yeast, primary screen, luminescence, uHTS. Yeast reconstituted NLRP3/ASC/caspase-1, beta-gal luminescence, 24 h. inhibition, % at 10 µM. 0.39% of 330,000 active;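 active = inhibition of 50% or more; inactive = inhibition below 50%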;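 note: plate controls were induced DMSO wells for no effect and uninduced yeast grown without galactose for full effect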
mIAP block = inhibitors of mouse IAP, primary screen, biochemical, luminescence, uHTS; 0.2% of 330,000 active; inhibition, % at 10 µM; AID 2806, 2010; intestinal alkaline phosphatase [Mus musculus]; purified mouse IAP, CDP-Star luminescence, 30 min;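 active = inhibition of at least 40% at 10 µM in the primary screen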;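 note: plate controls were DMSO with enzyme for no effect and no enzyme wells for full effect; values of inactives mirror those of a sister screen read the other way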
ATG4B inh = ATG4B protease inhibitors, primary screen, biochemical, fluorescence, uHTS | inhibition, % at 8.33 µM | 0.51% of 340,000 active | Cysteine protease ATG4B (Homo sapiens), Q9Y4P1 | AID 504462, 2011 | ATG4B cleavage of LC3-PLA2, NBD-HPC fluorescence, 1 h; in the data active = inhibition above about 40%
Target sequence (Q9Y4P1 whole entry, looked up): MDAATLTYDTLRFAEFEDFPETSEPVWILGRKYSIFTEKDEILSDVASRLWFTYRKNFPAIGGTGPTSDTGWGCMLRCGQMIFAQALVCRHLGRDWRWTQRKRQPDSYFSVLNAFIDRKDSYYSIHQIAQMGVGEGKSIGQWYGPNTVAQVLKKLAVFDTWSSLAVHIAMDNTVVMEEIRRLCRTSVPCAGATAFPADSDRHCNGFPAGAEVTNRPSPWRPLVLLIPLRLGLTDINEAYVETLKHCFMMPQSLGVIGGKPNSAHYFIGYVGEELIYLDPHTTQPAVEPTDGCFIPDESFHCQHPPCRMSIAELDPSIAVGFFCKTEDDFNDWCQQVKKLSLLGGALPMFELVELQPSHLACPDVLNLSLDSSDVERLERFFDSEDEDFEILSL
TIM10 inh = growth inhibitors of isogenic TIM10 control yeast, primary screen, counter-screen for tim10-1 yeast inhibitor project, luminescence, uHTS. S. cerevisiae TIM10 strain growth, BacTiter-Glo luminescence, 24 h. inhibition, % at 10 µM. 1.4% of 330,000 active. AID 463195, 2010;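 active = inhibition of 40% or more at the single tested concentration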;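 note: wild-type TIM10 isogenic control strain grown at permissive 25 °C; 0% = DMSO yeast wells and 100% = minimal medium wells without yeast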
Apaf1 inhib = inhibitors of human Apaf-1 apoptosome, primary screen, biochemical, DEVD-Rh110 fluorescence, uHTS; reconstituted apoptosome caspase-3 activity; 0.71% of 330,000 active; inhibition, % at 20 µM; AID 489030, 2010; Apoptotic protease-activating factor 1 (Homo sapiens), O14727; active = inhibition of at least 40% at 20 µM;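 note: plate controls were DMSO wells for no effect and DEVD-CHO caspase inhibitor wells for full effect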
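Material: cell-free apoptosome with Apaf-1, procaspase-3 and caspase-9; Buffer or medium: Hepes pH 7.5 with detergent and BSA; Reagent: cytochrome c trigger plus (Z-DEVD)2-Rh110 caspase-3 substrate; Times: compound with Apaf-1, dATP, procaspase-3 30 min, then 50 min reaction, room temperature; Technique: Rh110 fluorescence intensity.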
hIAP inh = human IAP inhibitors, primary screen, biochemical, luminescence, uHTS; Intestinal-type alkaline phosphatase (Homo sapiens), P09923; purified IAP, CDP-Star luminescence, 30 min; inhibition, % at 10 µM; 0.12% of 330,000 active; AID 2544, 2010;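 active = inhibition reaching a set limit with compound at 10 µM in the primary screen, cut at about 35% in these data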;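 note: plate controls were DMSO wells with enzyme for no effect and no-enzyme buffer wells for full effect; values of inactives mirror those of a sister screen read the other way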
Target sequence (P09923 whole entry, looked up): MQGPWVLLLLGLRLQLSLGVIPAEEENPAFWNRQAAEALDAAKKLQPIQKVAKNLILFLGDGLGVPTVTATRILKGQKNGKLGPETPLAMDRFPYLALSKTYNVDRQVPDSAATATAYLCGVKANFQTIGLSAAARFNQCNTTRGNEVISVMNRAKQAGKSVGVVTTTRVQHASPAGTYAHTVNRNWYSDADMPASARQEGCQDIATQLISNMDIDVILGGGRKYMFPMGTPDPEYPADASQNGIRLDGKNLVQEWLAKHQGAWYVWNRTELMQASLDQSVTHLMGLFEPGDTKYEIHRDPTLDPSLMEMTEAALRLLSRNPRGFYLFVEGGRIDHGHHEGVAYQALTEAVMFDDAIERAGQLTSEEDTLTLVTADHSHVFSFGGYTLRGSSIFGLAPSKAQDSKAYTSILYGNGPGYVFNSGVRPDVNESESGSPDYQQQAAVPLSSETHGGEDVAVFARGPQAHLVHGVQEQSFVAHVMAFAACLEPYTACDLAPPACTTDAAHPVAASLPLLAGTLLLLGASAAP
tim10-1 inh = growth inhibitors of tim10-1 mutant yeast, primary screen, luminescence, uHTS. AID 463190, 2010. 2.2% of 330,000 active. S. cerevisiae tim10-1 ts strain growth, BacTiter-Glo, 24 h. inhibition, % at 20 µM;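 active = inhibition of at least 40%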;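 note: mutant grown at 25 °C; 0% = DMSO wells with yeast and 100% = wells holding no yeast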
hIAP act = human IAP activators, primary screen, biochemical, luminescence, uHTS. Intestinal-type alkaline phosphatase (Homo sapiens), P09923. purified human IAP, CDP-Star luminescence, 30 min; active compounds read high; 1 = vehicle-only enzyme, 0 = enzyme-free background. activation factor at 10 µM. 0.16% of 330,000 active. AID 2524, 2010;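 active = activation factor of the enzyme at least 2-fold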; note: the source names both 10 and 20 µM as test concentration; values of inactives mirror those of a sister screen read the other way
* = called active by the depositor; x = no result given; & = joins results of further samples; ! = not confirmed by another sample. An excerpt; the hit share may differ from the screen's.

item	Compound	mIAP act	NLRP3 yeast inh	mIAP block	ATG4B inh	TIM10 inh	Apaf1 inhib	hIAP inh	tim10-1 inh	hIAP act
1	Cc1cccc(OCC(=O)N2CCN(Cc3ccncc3)CC2)c1	1	11	-1	0	-1	6	-23	4	1.2
2	CCOP(=O)(OCC)C(CC)N1CCOCC1 (stereo not drawn)	1.1	11	-9	2	2	-5	-6	23	1.1
3	CC(=O)OC1CC[C@]2(C#N)[C@H]3CC[C@]4(C)[C@H](C5C=CC(=O)O5)CCC4(O)C3CCC2(O)C1 (stereo partly drawn)	1	6	-4	3	0	10	-14	23	1.1
4	O=C(O)C1C2CCC(O2)C1C(=O)NC1CCCCC1 (stereo not drawn)	0.97	14	3	-7	4	0	11	-1	0.89
5	COc1ccc(-n2cnc3cc(C(=O)N4CCC5(CC4)OCCO5)ccc32)cc1	0.95	14	4	-14	16	4	3	23	0.97
6	CN1C(=O)C(c2ccccc2)C(=O)N(C)C1=O	1	2	-4	-9	8	-20	-4	6	1
7	Clc1ccc(C(Cn2ccnc2)OCc2csc3c(Cl)cccc23)c(Cl)c1 (stereo not drawn)	1.4	21	-44	13	-63	40	-20	-6	1.2
8	O=C(c1cccn2c(=O)c3cc(Cl)ccc3nc12)N1CCC2(CC1)OCCO2	1.1	-3	-6	1	13	-11	9	8	0.91
9	Nc1ccccc1C(=O)OCCc1ccccc1	1.1	26	-8	11	-16	17	-11	6	1.1
10	CC(Cc1ccccc1)NC(=O)Cc1ccc([N+](=O)[O-])cc1 (stereo not drawn)	0.95	29	5	0	-1	7	-8	-5	1.1
11	CCOC(=O)C(NC(C)=O)C(OC(C)=O)c1cccc(N(CCCl)CCCl)c1 (stereo not drawn)	1	15	-3	11	4	-6	-17	3	1.2
12	CC1CN=C(Nc2ccc(N(C)C)cc2)S1 (stereo not drawn)	0.95	8	5	-2	16	-9	-5	19	1.1
13	Cn1ccnc1P(=S)(c1nccn1C)N1CCOCC1	0.95	4	4	-6	19	-28	-22	21	1.2
14	c1ccc(-c2[nH]c(-c3ccccc3)[n+](CC3CO3)c2-c2ccccc2)cc1 (stereo not drawn)	0.99	-17	0	18	48*	14	17	49*	0.83
15	O=C(Cc1ccccc1)N1CCN(C/C=C/c2ccccc2)CC1	1.1	7	-12	-12	10	16	-20	19	1.2
16	CN1CCc2nc(SCC(=O)OC(C)(C)C)c(C#N)cc2C1	0.81	-4	19	4	13	19	-4	39	1
17	CC1=C(C/C(C)=C/c2ccccc2)/C(=C/CO)[C@H](O)[C@](C)(O)C12CC2	0.94	-3	6	1	31	11	21	33	0.79
18	Cc1ccc(S(=O)(=O)CC(C)(O)C(=O)Nc2cccc(C(F)(F)F)c2)cc1 (stereo not drawn)	1	2	-4	16	-3	9	4	26	0.96
19	COC(=O)C1=C(c2ccccc2OCc2ccccc2)C[C@@H]2CC[C@H]1N2C(=O)NCc1ccccc1	1.3	8	-25	7	-1	15	13	19	0.87
20	COc1cc(N2CCOCC2)ccc1C=C1C(=O)NC(=O)NC1=O	0.87	-9	13	-3	13	-7	-6	1	1.1
21	Cc1ccc2c(c1)C1CN(C)CCC1N2C(=O)Nc1cccc(Cl)c1 (stereo not drawn)	1.7	24	-70	-13	10	-3	10	2	0.9
22	CN1CCN(S(=O)(=O)c2cnc(Cl)c(Br)c2)CC1	0.88	17	12	-4	1	-2	-10	0	1.1
23	CCCCCn1c(=O)c(C(=O)Nc2ccccc2C)c(O)c2ccccc21	0.95	4	5	1	-10	-2	-38	-5	1.4
24	Cc1ccc2c(c1)CC1(CN2C)C(=O)NC(=O)N(CCc2ccccc2)C1=O (stereo not drawn)	0.97	19	3	-2	19	12	-6	-3	1.1
25	CN1CCc2nc(SCc3ccccc3Br)c(C#N)cc2C1	0.87	11	13	-6	27	17	10	-3	0.9
26	C[C@]12CC[C@@H](O)C[C@@H]1CC[C@@H]1[C@@H]2CC[C@]2(C)C(=O)CC[C@@H]12	1	56*	-4	-12	-21	15	-8	22	1.1
27	S=C1CN=C(c2ccccc2Cl)c2cc(Cl)ccc2N1	0.9	37	10	-3	17	24	6	35	0.94
28	c1ccc2c3c([nH]c2c1)C1(CCNCC1)NCC3	0.94	17	6	-3	-10	-13	7	-31	0.93
29	Oc1ccc(CC2CC3CCN2CC3)cc1O (stereo not drawn)	1	8	-3	0	-1	0	-5	11	1
30	Cc1ccc(S(=O)(=O)N(c2cc(Cl)c(O)c(Cl)c2)P(=O)(OC(C)C)OC(C)C)cc1	0.9	7	10	-6	22	10	-2	17	1
31	O=P(Oc1ccccc1)(Oc1ccccc1)C(O)c1ccc(Cl)cc1 (stereo not drawn)	0.94	11	6	7	3	-1	8	18	0.92
32	Cc1ccsc1/C=C1\C(=O)NC(=S)N(C)C1=O	0.93	27	7	5	10	-9	-26	18	1.3
33	COc1ccc(CN2C(=O)CC(=O)NC2=S)cc1	0.82	10	18	-13	18	3	13	13	0.87
34	CCOc1ccc(Br)c(C2(O)CC(C)N(C)CC2C)c1 (stereo not drawn)	1.1	11	-15	3	2	1	2	-1	0.98
35	Cc1cccc(-n2c(C)nc3ccc(Cl)cc3c2=O)c1	1	14	-4	1	5	0	0	5	1
36	COC(=O)C1=C(c2cccc(OCc3ccccc3)c2)C[C@@H]2CC[C@H]1N2C(=O)NCc1ccccc1OC	1.2	19	-16	8	-5	29	7	8	0.93
37	C[C@]12CCC3C(CC[C@H]4C[C@H](O)CC[C@]34C)C1C[C@H](O)[C@@H]2O (stereo partly drawn)	1.1	51*	-7	6	0	-11	12	5	0.88
38	CN1C(=O)CC(c2ccccc2)Nc2ccccc21 (stereo not drawn)	0.97	-16	3	-3	15	-20	1	14	0.99
39	Cc1ccc(OCC(=O)Nc2ccc(Cl)cc2C(=O)c2ccccc2)cc1	0.86	19	14	-6	-6	16	2	14	0.98
40	COc1ccc(OCCOc2cccc(C=C3C(=O)NC(=O)NC3=O)c2)cc1	0.92	26	8	x	1	9	20	14	0.8

Next section, starting with the last two of the part before.
item	Compound	mIAP act	NLRP3 yeast inh	mIAP block	ATG4B inh	TIM10 inh	Apaf1 inhib	hIAP inh	tim10-1 inh	hIAP act
39	Cc1ccc(OCC(=O)Nc2ccc(Cl)cc2C(=O)c2ccccc2)cc1	0.86	19	14	-6	-6	16	2	14	0.98
40	COc1ccc(OCCOc2cccc(C=C3C(=O)NC(=O)NC3=O)c2)cc1	0.92	26	8	x	1	9	20	14	0.8
41	CNC(=O)c1cccn(Cc2cc(C(F)(F)F)cc(C(F)(F)F)c2)c1=O	1	16	-5	3	-7	3	-7	12	1.1
42	CC/C(=N\N1CCN(C)CC1)c1c(O)[nH]c(=O)[nH]c1=O	0.97	0	3	-4	1	2	-12	10	1.1
43	CCCCCCn1c(O)c(C=NCCCn2ccnc2)c(=O)[nH]c1=O	1.1	17	-5	14	-9	16	-30	12	1.3
44	COc1ccccc1Oc1c(C)oc2cc(OC(=O)N(C)C)ccc2c1=O	1	23	-2	0	7	-1	-7	3	1.1
45	COc1ccc(NP(=O)(Oc2cccc(C)c2)Oc2cccc(C)c2)cc1OC	1	13	-3	-5	22	18	-10	20	1.1
46	C=CC1CN2CCC1CC2[C@@H](OC(=O)c1ccc(OC)cc1)c1ccnc2ccccc12 (stereo partly drawn)	1	0	-4	3	19	17	-14	20	1.1
47	CN1CCN(Cc2ccc(OC(F)(F)F)cc2)CC1	1	21	-2	-3	-10	2	-4	4	1
48	CN(C)CCn1cnc2ccccc21	1	-6	-2	0	-4	-21	8	3	0.92
49	COc1ccc(-c2nc3ccc(C(=O)N4CCC5(CC4)OCCO5)cc3nc2-c2ccc(OC)cc2)cc1	1	9	0	2	24	31	-7	38	1.1
50	COc1cc(CN2CCN(C(=O)Cc3ccccc3)CC2)cc(OC)c1OC	1	16	0	-6	3	-2	-21	7	1.2
51	CC1C2Cn3c(nc4ccccc43)C1N(C)O2 (stereo not drawn)	1.2	25	-19	0	-2	10	-11	-11	1.1
52	CC1CCC(C(C)C)C(OC(=O)COC(=O)c2ccccc2N)C1 (stereo not drawn)	0.94	1	6	25	-3	12	-1	28	1
53	O=c1[nH]c(=O)n(-c2cccc3ccccc23)c(O)c1C=NCc1ccc2c(c1)OCO2	0.97	33	3	-2	7	-1	6	7	0.94
54	CN1CC(C(=O)c2ccc(Cl)cc2)C(c2ccccc2)C1 (stereo not drawn)	0.96	16	4	1	14	7	18	2	0.82
55	COC(=O)C1=C(c2ccc(C(C)=O)cc2)C[C@@H]2CC[C@H]1N2C(=O)N1CCCCC1	1	0	-1	2	3	5	2	3	0.98
56	Cc1cc(OC(C)C(=O)NCC2CCC(C(=O)O)CC2)c2c3c(c(=O)oc2c1)CCC3 (stereo not drawn)	0.89	-2	11	4	-5	-2	8	14	0.92
57	Nc1cncc(C(=O)O)c1	1&0.91	-2&11	-5&10	9&1	-9&6	41*!	-15&3	-11&0	1.1&0.97
58	CCOP(=O)(Cc1ccc(C#N)o1)OCC	1	8	-4	0	1	-10	-2	0	1

Assay outcomes from PubChem BioAssay.
